LEDGF integ inh – blocks HIV-1 LEDGF/p75-dependent DNA integration; TR-FRET IN-LEDGF/p75 DNA integration, Eu/Cy5; inhibition, % at 3.7 µM; actives 0.64% (n = 370,000); AID 743269;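 active = inhibition above the screen-wide mean plus 3 SD, cut at about 13% in these data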;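 note: signal is the Cy5 over europium emission ratio at 671 and 618 nm; 0% = plate median of compound wells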
rCAG RNA binder – binds r(CAG) RNA repeats; r(CAG) RNA repeat, TO-PRO-1 dye displacement fluorescence; inhibition, % at 3 µM; actives 1.3% (n = 370,000); AID 651821;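 active = inhibition above the plate cutoff, the mean of all test compounds on that plate plus 3 SD, cut at about 35% in these data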;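 note: 0% = DMSO alone and 100% = 100 µM mitoxantrone as full dye displacement; higher means more dye released from RNA so lower well fluorescence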
PG9 binder – binds the HIV-1 gp120 antibody PG9; actives 0.43% (n = 360,000); TR-FRET gp120-PG9 antibody binding; inhibition, % at 6.7 µM; in the data active = inhibition above about 8.5%
TCR CD3 inh – human TCR-CD3 binding inhibition | TAMRA-labeled TCR probe fluorescence, biochemical | inhibition, % at 9.4 µM | actives 0.37% (n = 360,000); in the data active = inhibition above about 19%;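 note: recombinant mutant TCR 2C K166C tagged with TAMRA read by polarization; 0% = receptor in buffer alone and 100% = receptor with positive control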
HTRA1 inh – blocks human HTRA1 serine peptidase | Q92743 | actives 0.5% (n = 340,000) | recombinant HTRA1, FP-rhodamine activity-based probe, fluorescence polarization | inhibition, % at 5.96 µM; in the data active = inhibition above about 36%;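 note: 0% = enzyme with DMSO and 100% = wells lacking enzyme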
UHRF1 MBD2 ctr – human UHRF1 methylated DNA binding inhibitors. AID 687016. UHRF1 binding to methylated oligo, TR-FRET. actives 0.75% (n = 370,000). Q96T88. inhibition, % at 4.4 µM; in the data active = inhibition above about 21%;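 note: UHRF1 SRA domain binding a hemimethylated CpG hairpin DNA probe; 0% = median of test compound wells and 100% = reference inhibitor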
PRMT1 FP inh – blocks human protein arginine methyltransferase 1; Q99873; recombinant PRMT1, activity-based probe fluorescence polarization; inhibition, % at 2.79 µM; actives 1.3% (n = 370,000); AID 652257;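 active = inhibition above about 21% made by adding two undisclosed values, limit read from the data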
Target sequence (Q99873 whole entry, looked up): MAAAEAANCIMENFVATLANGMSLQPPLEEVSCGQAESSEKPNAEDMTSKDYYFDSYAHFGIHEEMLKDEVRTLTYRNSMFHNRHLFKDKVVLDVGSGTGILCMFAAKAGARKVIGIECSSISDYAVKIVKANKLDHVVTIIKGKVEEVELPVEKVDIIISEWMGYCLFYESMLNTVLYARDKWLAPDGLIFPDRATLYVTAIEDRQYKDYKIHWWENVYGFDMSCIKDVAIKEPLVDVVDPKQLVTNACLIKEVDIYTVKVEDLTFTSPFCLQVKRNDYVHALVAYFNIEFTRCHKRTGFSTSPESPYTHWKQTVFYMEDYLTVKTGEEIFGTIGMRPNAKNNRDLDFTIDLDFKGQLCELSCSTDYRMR
Rev-erbA mod – modulators of human Rev-erb alpha DNA binding; P20393; actives 0.79% (n = 370,000); AID 1259318; activity, % at 10 µM; Rev-erbα–FITC-DNA binding, fluorescence polarization, 90 min;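 active = activity above about 14%, limit read from the data; passing the limit was not always enough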;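 note: 0% = DMSO wells with 35 nM protein and 100% = DMSO wells with 750 nM protein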
MBD2 inh – blocks human MBD2 binding to methylated DNA | inhibition, % at 4.4 µM | TR-FRET, MBD2 binding to methylated oligonucleotide | actives 0.31% (n = 370,000); in the data active = inhibition above about 13%
Target sequence (Q9UBB5 whole entry, looked up): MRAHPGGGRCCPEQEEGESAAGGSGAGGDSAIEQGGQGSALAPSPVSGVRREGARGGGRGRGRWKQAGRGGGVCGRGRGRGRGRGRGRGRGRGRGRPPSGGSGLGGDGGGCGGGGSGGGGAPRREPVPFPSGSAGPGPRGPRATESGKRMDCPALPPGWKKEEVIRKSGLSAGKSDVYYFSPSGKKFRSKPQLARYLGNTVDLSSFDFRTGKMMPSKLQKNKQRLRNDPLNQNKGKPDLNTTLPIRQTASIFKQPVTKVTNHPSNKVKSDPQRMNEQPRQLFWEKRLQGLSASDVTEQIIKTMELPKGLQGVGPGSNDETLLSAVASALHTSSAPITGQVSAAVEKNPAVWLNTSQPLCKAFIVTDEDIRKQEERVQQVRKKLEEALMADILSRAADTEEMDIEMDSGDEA
ABHD4 inh – inhibitors of mouse ABHD4 | Q8VD66 | purified mABHD4, FP-Rh probe fluorescence polarization | inhibition, % at 8.92 µM | actives 0.54% (n = 370,000);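 active = inhibition exceeding the mean over every tested compound plus 3 SD, cut at about 30% in these data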;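 note: 0% = plate median of compound wells and 100% = S159A mutant with DMSO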
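System: mouse ABHD4 enzyme, wild type / Medium: HEPES pH 7.0, NaCl, Pluronic buffer / Reagent: FP-Rh activity-based fluorescent probe / Control set: S159A mutant high control, sample median low control / Detection: fluorescence polarization with parallel and perpendicular emission, 525/598 nm / Schedule: 45 min + 60 min at 25 °C / Compound dosing: 8.92 µM, single dose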
The depositor's hits bear a star; · = no result given; & = joins results of further samples. The list is partial; rates above refer to the full screens.

mol	Rev-erbA mod	TCR CD3 inh	rCAG RNA binder	PRMT1 FP inh	LEDGF integ inh	MBD2 inh	HTRA1 inh	PG9 binder	ABHD4 inh	UHRF1 MBD2 ctr
O=C(Nc1cccc(Cl)c1)NC1CC2CCC(C1)N2Cc1ccco1 (stereo not given)	2.5	-1.7	-2.9	3.8	-2.5	3.2	-4.0	-0.2	3.2	2.1
CCOc1ccccc1Nc1nnc(SCC(=O)NC2CCS(=O)(=O)C2)s1 (stereo not given)	-6.2	-0.3	-0.7	-0.9	1.2	2.1	-8.5	-0.3	-3.6	-2.1
O=S(=O)(c1ccc(Cl)cc1)n1nnc2ccccc21	-5.3	0.2	-0.4	1.9	-0.9	-0.6	12.6	0.5	7.2	0.1
O=C1NC(Cc2ccc(O)cc2)c2nc3cc(F)c(F)cc3c(=O)n2-c2ncccc21 (stereo not given)	3.7	-0.3	4.5	3.2	-4.1	0.3	1.2	0.3	-3.9	14.2
Cc1cccc(CNC(=S)OC2CCC23CCC(c2ccccc2)CC3)c1 (stereo not given)	0.7	·	5.6	5.5	-0.6	-1.0	·	·	-17.2	-1.5
CC(C)(C)c1ccc(S(=O)(=O)N2CCN(c3ncccn3)CC2)cc1	-1.4	6.4	0.2	2.0	1.0	0.8	-3.8	-3.2	4.6	0.8
COc1ccc(N2C(=O)CNC2=S)cc1	1.9	1.9	0.4	-5.8	-2.7	-4.7	8.9	-0.8	0.8	-1.8
CC(C)n1nnnc1C1(C)Cn2nccc2C(=O)N1Cc1cccc(C(F)(F)F)c1 (stereo not given)	6.0	·	1.7	1.3	-1.4	0.4	·	·	4.8	-1.9
Cc1cc(NC(=O)c2cc3ccccc3o2)no1	-3.6	-6.2	20.8	5.2	3.4	1.0	7.8	-0.1	9.2	-4.0
COCCNC(=O)c1ccc(N2CC3CC(C2)c2cccc(=O)n2C3)c(NC(=O)c2ccc(C(C)(C)C)cc2)c1 (stereo not given)	-1.4	6.3	-0.6	-4.0	2.8	-6.9	0.5	1.2	3.4	-0.3
O=C(CCc1cccc(Cl)c1)N1CCCC(Nc2ccccc2)C1 (stereo not given)	13.7	2.5	-3.7	0.1	1.2	0.0	-4.1	-1.1	-0.8	-0.2
O=C(CN1C(=O)NC2(CCCC2)C1=O)OCCOc1ccccc1	-0.8	-1.0	-0.8	-1.3	-2.7	0.4	1.4	-0.5	-0.8	0.2

Some of the entries above, reformatted:
SMILES: O=C(Nc1cccc(Cl)c1)NC1CC2CCC(C1)N2Cc1ccco1 (stereo not given)
  Rev-erbA mod = 2.5 | TCR CD3 inh = -1.7 | rCAG RNA binder = -2.9 | PRMT1 FP inh = 3.8 | LEDGF integ inh = -2.5 | MBD2 inh = 3.2 | HTRA1 inh = -4.0 | PG9 binder = -0.2 | ABHD4 inh = 3.2 | UHRF1 MBD2 ctr = 2.1
SMILES: CCOc1ccccc1Nc1nnc(SCC(=O)NC2CCS(=O)(=O)C2)s1 (stereo not given)
  Rev-erbA mod = -6.2 | TCR CD3 inh = -0.3 | rCAG RNA binder = -0.7 | PRMT1 FP inh = -0.9 | LEDGF integ inh = 1.2 | MBD2 inh = 2.1 | HTRA1 inh = -8.5 | PG9 binder = -0.3 | ABHD4 inh = -3.6 | UHRF1 MBD2 ctr = -2.1
SMILES: CC(C)(C)c1ccc(S(=O)(=O)N2CCN(c3ncccn3)CC2)cc1
  Rev-erbA mod = -1.4 | TCR CD3 inh = 6.4 | rCAG RNA binder = 0.2 | PRMT1 FP inh = 2.0 | LEDGF integ inh = 1.0 | MBD2 inh = 0.8 | HTRA1 inh = -3.8 | PG9 binder = -3.2 | ABHD4 inh = 4.6 | UHRF1 MBD2 ctr = 0.8

Remaining list, next part
mol	Rev-erbA mod	TCR CD3 inh	rCAG RNA binder	PRMT1 FP inh	LEDGF integ inh	MBD2 inh	HTRA1 inh	PG9 binder	ABHD4 inh	UHRF1 MBD2 ctr
O=C(CCCOc1ccc(Cl)cc1Cl)Nc1ncccn1	-0.5	5.9	0.1	-0.2	1.8	-4.3	1.9	0.5	0.6	-0.5
COc1cccc(OC)c1C(=O)Nc1ccc2c(c1)OCCO2	-2.4	-3.3	-0.2	0.1	-0.5	-6.4	3.0	-1.9	-7.2	-1.9
Cc1c(Cc2ccc3c(c2)OCO3)sc(NC(=O)c2ccccc2)c1C(N)=O	-2.9	-10.0	15.6	14.3	1.8	0.0	-10.2	2.8	-10.8	-0.3
CC(=O)Nc1ccc(S(=O)(=O)Nc2cccc(NC(=O)C(C)(C)C)c2)cc1	0.8	7.5	-1.8	-0.6	2.2	-4.9	-1.0	-2.5	-1.2	-1.9
C=CCn1cnc2sc(C(=O)Nc3ccccc3OC)c(C)c2c1=O	-5.9	2.1	0.5	-0.7	-3.4	-5.5	-2.4	-1.7	0.2	-0.8
COc1ccccc1N1CCN(/N=C/c2ccc(OC)c(OC)c2OC)CC1	2.9	-7.2	-9.9	5.0	0.2	-3.3	-0.3	-0.3	-1.8	0.8
CCOC(=O)Cc1nnc(Nc2ccc(C(=O)NC)cc2)c2ccccc12	2.1	1.2	-0.8	3.0	-4.7	5.0	0.2	1.1	-2.6	2.3
CSc1ccccc1NS(=O)(=O)c1cccc2nonc12	-0.5	3.2	4.7	2.0	1.0	-0.6	8.6	-0.3	6.5	-4.1
Cc1ccc(C)c(NC(=O)c2cc3ccccn3n2)c1	1.9	1.4	1.7	-2.0	1.3	-5.7	-4.5	-0.1	-2.1	0.1
O=C(CSc1cccc[n+]1[O-])NCC1CCCCC1	-3.1	3.1	-1.4	2.7	1.5	0.3	-0.1	0.1	6.5	-1.1
O=C(NC(=S)NCc1ccncc1)c1ccccc1	-4.1	-6.1	1.9	-1.6	0.5	2.2	1.0	-1.4	4.6	4.6
C[C@@H](O[Si](c1ccccc1)(c1ccccc1)C(C)(C)C)[C@@H]1NC(=O)[C@@H]2C[C@]3(Br)c4ccccc4N(S(=O)(=O)c4ccccc4)[C@@H]3N2C1=O	-6.1	·	·	-1.8	0.6	0.3	·	·	3.8	-1.9

(further entries)
mol	Rev-erbA mod	TCR CD3 inh	rCAG RNA binder	PRMT1 FP inh	LEDGF integ inh	MBD2 inh	HTRA1 inh	PG9 binder	ABHD4 inh	UHRF1 MBD2 ctr
COC(=O)C1=C(C)NC(C)=C(C(=O)OCC(C)C)C1c1ccccc1[N+](=O)[O-] (stereo not given)	5.0&-6.2&3.0	3.4	0.5	25.2*	1.8	-0.5	6.4	0.5	18.1	-1.5
CN1C2CCC1CC(NS(=O)(=O)c1ccc(C#N)cc1)C2 (stereo not given)	-8.9	1.0	-1.5	1.6	-7.2	-3.1	-0.2	0.2	0.3	2.2
CCOc1ccc(S(=O)(=O)NCCCn2ccnc2)cc1NC(C)=O	0.2	0.4	0.2	-1.8	-1.0	1.8	-2.1	-1.1	1.2	-0.4
O=C(NCc1ccc2c(c1)CCO2)Nc1cccc(C(F)(F)F)c1	0.8	-10.0	-2.2	-3.1	-3.5	-0.2	·	-0.7	-7.9	1.0
NC(=O)c1ccccc1N1CCCCC1	0.7	1.9	2.1	-3.3	1.5	-2.7	0.9	-1.4	-1.8	2.2
Cc1ccc(S(=O)(=O)Nc2nccs2)cc1[N+](=O)[O-]	4.7	2.1	7.8	3.1	3.7	-4.1	·	-2.5	1.4	0.1
CCCN1CCN(C(c2cc3cc4c(cc3[nH]c2=O)OCO4)c2nnnn2C(C)(C)C)CC1 (stereo not given)	-5.0	4.4	1.8	-1.5	-0.5	-2.3	-1.8	-1.9	7.1	-1.5
O=C(COC(=O)c1ccc[nH]c1=O)NCCc1ccc(Cl)cc1Cl	1.2	-3.9	-2.3	4.3	-0.6	-3.8	5.1	-1.4	-3.1	-0.5
O=C(Cc1cccs1)Nc1ccc(F)c(F)c1	-1.8	-1.8	3.0	2.6	-1.1	2.6	4.6	-0.3	0.7	0.6
C=CCn1c(O)c(N=NC(=S)Nc2ccc(OC)cc2)c2ccccc21	-1.3	4.5	4.4	-1.3	-1.9	0.5	-7.4	-3.5	10.4	-0.3
COc1ccc(C(=O)N2CCN(S(=O)(=O)N3CCOCC3)CC2)cc1OC	-2.2	0.5	-1.0	-2.9	-3.5	-0.9	5.1	-2.6	0.0	-0.5
COc1ccc(C(=O)/C=C/c2ccc(OC)c(COc3ccccc3F)c2)cc1	0.7	4.8	4.6	-0.1	-4.1	-0.5	-15.1	-0.5	1.4	-1.9

Carrying on.
mol	Rev-erbA mod	TCR CD3 inh	rCAG RNA binder	PRMT1 FP inh	LEDGF integ inh	MBD2 inh	HTRA1 inh	PG9 binder	ABHD4 inh	UHRF1 MBD2 ctr
Cc1ccccc1CNC(=O)c1ccc2sc([C@H]3C[C@H](O)[C@@H](CO)O3)nc2c1	-4.0	3.5	0.6	0.4	-4.0	0.1	·	0.1	-1.1	0.9
O=C(c1cccnc1)N1CCC2CC1c1c(Cl)cccc12 (stereo not given)	-7.5	-5.9	-1.3	2.8	1.9	5.7	4.2	-1.8	-0.6	18.2
O=C1N=c2ccccc2=C1c1sc(=S)n(NC(=O)c2ccccc2)c1O	2.7	2.7	60.6*	11.2	-2.3	-0.4	7.0	-2.5	33.2*	-1.5
CC(C)N1C(=O)CCC1C(=O)O (stereo not given)	-4.3	-1.5	2.0	-0.2	3.2	-0.4	3.6	-0.7	1.8	1.7
CS(=O)(=O)N(CC(=O)N/N=C/c1ccccn1)c1ccc(Oc2ccccc2)cc1	5.4	2.2	0.1	-3.1	-3.0	1.6	-9.2	0.5	0.6	-1.2
C=C(C)c1cccc(C(C)(C)NC(=O)NCc2ccc(OC)cc2)c1	-2.3	2.2	-5.2	1.1	0.7	-4.4	-8.6	-0.5	3.8	-2.1
COc1cc(OC)cc(C(=O)NCC(=O)OCc2csc(-c3ccccc3)n2)c1	2.2	5.7	-2.3	3.6	0.2	-10.6	-20.6	1.8	2.1	-3.1
CCN(CC)C(=O)Cn1cc(C(=O)C(=O)N2CCN(Cc3ccc4c(c3)OCO4)CC2)c2ccccc21	-4.6	-3.1	-5.1	0.5	0.7	4.0	0.8	-2.4	8.1	-0.1
COc1ccccc1NCC(=O)NC(=O)NC1CCCCC1	-5.3	2.3	0.5	-2.8	-2.2	-0.5	-1.0	-1.9	-0.2	2.1
O=C(NCCC1=CCCCC1)c1cc(S(=O)(=O)N2CCOCC2)ccc1Cl	-3.8	9.8	-3.7	-3.6	-2.7	-2.4	-3.7	0.9	0.9	-1.4
O=S(=O)(NCc1ccc(F)cc1)c1cc(Br)ccc1Br	-0.6	-0.1	0.4	-1.0	-0.3	1.6	-21.4	-1.6	-7.4	0.0
O=C(CCNC(=O)c1ccc(Cl)cc1)NCC(c1ccco1)N1CCCCC1 (stereo not given)	-2.1	1.7	-3.9	-2.7	4.8	2.8	-6.6	-0.3	-7.9	-1.3
CC1CCCCC1NC(=O)CSc1nnc(C(F)(F)F)n1C (stereo not given)	-1.8	5.2	0.9	2.1	-2.8	-4.5	-2.3	-1.1	0.1	-3.2

Compound activity (PubChem)
